hIAP act – human IAP activators, primary screen, biochemical, luminescence, uHTS | AID 2524, 2010 | purified human IAP, CDP-Star luminescence, 30 min; active compounds read high; 1 = vehicle-only enzyme, 0 = enzyme-free background | activation factor at 10 µM | Intestinal-type alkaline phosphatase (Homo sapiens), P09923 | hit rate 0.16% among 330,000;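 active = activation factor of the enzyme at least 2-fold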; also: the source names both 10 and 20 µM as test concentration; values of inactives mirror those of a sister screen read the other way
tim10-1 inh – growth inhibitors of tim10-1 mutant yeast, primary screen, luminescence, uHTS; S. cerevisiae tim10-1 ts strain growth, BacTiter-Glo, 24 h; inhibition, % at 20 µM; hit rate 2.2% among 330,000; AID 463190, 2010;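 active = inhibition of at least 40%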;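 also: mutant grown at 25 °C; 0% = DMSO wells with yeast and 100% = wells holding no yeast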
NALP3 yeast inh – NALP3 inflammasome inhibitors in reconstituted yeast, primary screen, luminescence, uHTS | AID 2825, 2010 | Yeast reconstituted NLRP3/ASC/caspase-1, beta-gal luminescence, 24 h | inhibition, % at 10 µM | hit rate 0.39% among 330,000;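 active = inhibition of 50% or more; inactive = inhibition below 50%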;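 also: plate controls were induced DMSO wells for no effect and uninduced yeast grown without galactose for full effect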
ATG4B inhibitor – ATG4B protease inhibitors, primary screen, biochemical, fluorescence, uHTS | ATG4B cleavage of LC3-PLA2, NBD-HPC fluorescence, 1 h | hit rate 0.51% among 340,000 | inhibition, % at 8.33 µM | Cysteine protease ATG4B (Homo sapiens), Q9Y4P1 | AID 504462, 2011; in the data active = inhibition above about 40%
mIAP act – activators of mouse IAP, primary screen, biochemical, luminescence, uHTS; intestinal alkaline phosphatase [Mus musculus]; muIAP, CDP-Star luminescence, 30 min; active compounds read high; 1 = vehicle-only enzyme signal, 0 = enzyme-free wells; activation factor at 10 µM; hit rate 0.24% among 330,000; AID 2805, 2010;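 active = activation factor of at least 2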; also: the source names both 10 and 20 µM as test concentration; values of inactives mirror those of a sister screen read the other way
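Assay system: mouse IAP enzyme; Reagent: CDP-Star chemiluminescent phosphatase substrate; Compound: DMSO-dissolved test compounds; Incubation: 30 min, room temperature; Technique: luminescence from enzymatic CDP-Star hydrolysis; Controls: DMSO-only wells and no-enzyme negative control.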
mIAP block – inhibitors of mouse IAP, primary screen, biochemical, luminescence, uHTS; intestinal alkaline phosphatase [Mus musculus]; purified mouse IAP, CDP-Star luminescence, 30 min; inhibition, % at 10 µM; hit rate 0.2% among 330,000; AID 2806, 2010;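 active = inhibition of at least 40% at 10 µM in the primary screen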;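 also: plate controls were DMSO with enzyme for no effect and no enzyme wells for full effect; values of inactives mirror those of a sister screen read the other way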
Apaf1 inhib – inhibitors of human Apaf-1 apoptosome, primary screen, biochemical, DEVD-Rh110 fluorescence, uHTS. Apoptotic protease-activating factor 1 (Homo sapiens), O14727. reconstituted apoptosome caspase-3 activity. inhibition, % at 20 µM. hit rate 0.71% among 330,000. AID 489030, 2010; active = inhibition of at least 40% at 20 µM;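 also: plate controls were DMSO wells for no effect and DEVD-CHO caspase inhibitor wells for full effect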
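Medium: Hepes buffer, pH 7.5 / System: biochemical Apaf-1 apoptosome reconstitution / Measured by: Rh110 fluorescence, excitation 480 nm, emission 540 nm / Times: compound with Apaf-1, dATP, procaspase-3 30 min, then 50 min reaction, room temperature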
TIM10 inh – growth inhibitors of isogenic TIM10 control yeast, primary screen, counter-screen for tim10-1 yeast inhibitor project, luminescence, uHTS; hit rate 1.4% among 330,000; S. cerevisiae TIM10 strain growth, BacTiter-Glo luminescence, 24 h; inhibition, % at 10 µM;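 active = inhibition of 40% or more at the single tested concentration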;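 also: wild-type TIM10 isogenic control strain grown at permissive 25 °C; 0% = DMSO yeast wells and 100% = minimal medium wells without yeast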
hIAP block – human IAP inhibitors, primary screen, biochemical, luminescence, uHTS; Intestinal-type alkaline phosphatase (Homo sapiens), P09923; purified IAP, CDP-Star luminescence, 30 min; inhibition, % at 10 µM; hit rate 0.12% among 330,000; AID 2544, 2010;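 active = inhibition reaching a set limit with compound at 10 µM in the primary screen, cut at about 35% in these data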;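 also: plate controls were DMSO wells with enzyme for no effect and no-enzyme buffer wells for full effect; values of inactives mirror those of a sister screen read the other way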
Starred values were filed as active, the others as inactive.

Screening Cn1nnc2cc(C(=O)Nc3ccc4ccccc4c3)ccc21 returned hIAP act 1, tim10-1 inh 4, NALP3 yeast inh 14, ATG4B inhibitor -11, mIAP act 0.95, mIAP block 4, Apaf1 inhib -20, TIM10 inh -2 and hIAP block -2.
Screening CNc1nc(N)c([N+](=O)[O-])c(Nc2cccc(F)c2)n1 returned hIAP act 1, tim10-1 inh 52*, NALP3 yeast inh 75*, ATG4B inhibitor -8, mIAP act 0.95, mIAP block 5, Apaf1 inhib 6, TIM10 inh 67* and hIAP block -3.
COc1ccc(-n2ccnc2SCC(=O)NCc2ccccc2)c(OC)c1 was read as hIAP act 1, tim10-1 inh 22, NALP3 yeast inh -9, ATG4B inhibitor 0, mIAP act 0.95, mIAP block 5, Apaf1 inhib -11, TIM10 inh 18 and hIAP block -4.
Screening Cc1ccc(NC(=O)C2OCCc3ccccc32)cc1Cl (centres undefined) returned hIAP act 1, tim10-1 inh 15, NALP3 yeast inh 38, ATG4B inhibitor 9, mIAP act 0.88, mIAP block 12, Apaf1 inhib 0, TIM10 inh 18 and hIAP block -4.
For Cc1cc2c(c(=O)n1CCc1ccccc1)C(C(C)C)C(C#N)=C(N)O2 (centres undefined) the results were hIAP act 1.1, tim10-1 inh 6, NALP3 yeast inh 3, ATG4B inhibitor -13, mIAP act 1, mIAP block -2, Apaf1 inhib 16, TIM10 inh 0 and hIAP block -9.
CC(=O)N1CCN(c2ccc(NCc3ccc(-c4ccc(Br)cc4)o3)cc2)CC1 was read as hIAP act 1.1, tim10-1 inh 11, NALP3 yeast inh 15, ATG4B inhibitor 1, mIAP act 0.81, mIAP block 19, Apaf1 inhib 32, TIM10 inh 5 and hIAP block -6.
O=[N+]([O-])c1cccc(-n2nncc2-c2ccccc2)c1 was read as hIAP act 0.85, tim10-1 inh -2, NALP3 yeast inh 12, ATG4B inhibitor 10, mIAP act 0.98, mIAP block 2, Apaf1 inhib -7, TIM10 inh 2 and hIAP block 14.
Screening N#C/C(=C\c1ccncc1)c1nc2c(s1)CCCC2 returned hIAP act 1.1, tim10-1 inh 35, NALP3 yeast inh 39, ATG4B inhibitor 4, mIAP act 1.1, mIAP block -6, Apaf1 inhib 8, TIM10 inh 36 and hIAP block -8.
`O=Cc1c(Nc2cccc(C(F)(F)F)c2)nc2ccccn2c1=O` gave hIAP act 0.94, tim10-1 inh 1, NALP3 yeast inh 21, ATG4B inhibitor -3, mIAP act 1, mIAP block -2, Apaf1 inhib 8, TIM10 inh -7 and hIAP block 6.
`CC(C)c1ccc(/C=N/NC(=O)c2cccc(S(=O)(=O)N3CCOCC3)c2)cc1` gave hIAP act 1.1, tim10-1 inh -16, NALP3 yeast inh 4, ATG4B inhibitor -17, mIAP act 1.1, mIAP block -8, Apaf1 inhib -10, TIM10 inh 6 and hIAP block -9.
`COc1ccc(NC(=O)c2ccc(N(C)S(C)(=O)=O)cc2)cc1OC` gave hIAP act 0.88, tim10-1 inh -1, NALP3 yeast inh -6, ATG4B inhibitor -3, mIAP act 1, mIAP block -4, Apaf1 inhib -13, TIM10 inh 4 and hIAP block 12.
Screening Clc1ccc(Cn2cccn2)cn1 returned hIAP act 1, tim10-1 inh 6, NALP3 yeast inh 0, ATG4B inhibitor 1, mIAP act 1.1, mIAP block -11, Apaf1 inhib -14, TIM10 inh -8 and hIAP block 0.
For Cc1cc(C(=O)COc2ccccc2C#N)c(C)n1C1CC1 the results were hIAP act 0.93, tim10-1 inh 23, NALP3 yeast inh 37, ATG4B inhibitor 4, mIAP act 0.92, mIAP block 8, Apaf1 inhib -2, TIM10 inh -1 and hIAP block 7.
`CC(=O)c1ccc(OCCCC(=O)OCC(=O)Nc2ccc3[nH]c(=O)[nH]c3c2)cc1` gave hIAP act 0.99, tim10-1 inh -16, NALP3 yeast inh 19, ATG4B inhibitor -2, mIAP act 1, mIAP block -3, Apaf1 inhib -32, TIM10 inh -34 and hIAP block 1.
Cc1cnc(C(=O)Nc2ccc(F)c(F)c2)cn1 was read as hIAP act 0.94, tim10-1 inh 13, NALP3 yeast inh 11, ATG4B inhibitor -15, mIAP act 0.95, mIAP block 5, Apaf1 inhib -5, TIM10 inh 9 and hIAP block 6.

Ordered by SMILES length (high to low): three of the compounds above.
`COc1ccc(NC(=O)c2ccc(N(C)S(C)(=O)=O)cc2)cc1OC` gave hIAP act 0.88, tim10-1 inh -1, NALP3 yeast inh -6, ATG4B inhibitor -3, mIAP act 1, mIAP block -4, Apaf1 inhib -13, TIM10 inh 4 and hIAP block 12.
Screening CNc1nc(N)c([N+](=O)[O-])c(Nc2cccc(F)c2)n1 returned hIAP act 1, tim10-1 inh 52*, NALP3 yeast inh 75*, ATG4B inhibitor -8, mIAP act 0.95, mIAP block 5, Apaf1 inhib 6, TIM10 inh 67* and hIAP block -3.
Screening Cn1nnc2cc(C(=O)Nc3ccc4ccccc4c3)ccc21 returned hIAP act 1, tim10-1 inh 4, NALP3 yeast inh 14, ATG4B inhibitor -11, mIAP act 0.95, mIAP block 4, Apaf1 inhib -20, TIM10 inh -2 and hIAP block -2.

The listing picks up; the 2 compounds before the break are reprinted first.
`CC(=O)c1ccc(OCCCC(=O)OCC(=O)Nc2ccc3[nH]c(=O)[nH]c3c2)cc1` gave hIAP act 0.99, tim10-1 inh -16, NALP3 yeast inh 19, ATG4B inhibitor -2, mIAP act 1, mIAP block -3, Apaf1 inhib -32, TIM10 inh -34 and hIAP block 1.
Cc1cnc(C(=O)Nc2ccc(F)c(F)c2)cn1 was read as hIAP act 0.94, tim10-1 inh 13, NALP3 yeast inh 11, ATG4B inhibitor -15, mIAP act 0.95, mIAP block 5, Apaf1 inhib -5, TIM10 inh 9 and hIAP block 6.
For O=C(O)C1CCC1C(=O)Nc1nc(-c2ccc(Cl)s2)cs1 (centres undefined) the results were hIAP act 0.97, tim10-1 inh -6, NALP3 yeast inh 2, ATG4B inhibitor 8, mIAP act 0.95, mIAP block 5, Apaf1 inhib -10, TIM10 inh 10 and hIAP block 3.
COc1ccc(S(=O)(=O)N2CCCN(C)CC2)cc1 was read as hIAP act 1.1, tim10-1 inh 3, NALP3 yeast inh 1, ATG4B inhibitor 1, mIAP act 1, mIAP block -4, Apaf1 inhib 0, TIM10 inh -12 and hIAP block -8.
`CC(=O)Nc1sc2c(c1C(c1cccc(Cl)c1)N1CCN(CCO)CC1)CCCC2` (centres undefined) gave hIAP act 0.95, tim10-1 inh 14, NALP3 yeast inh 9, ATG4B inhibitor -16, mIAP act 0.76, mIAP block 24, Apaf1 inhib 16, TIM10 inh 13 and hIAP block 5.
Screening CC(C)(C)c1ccc(C(=O)N/N=C/c2cccc(Cl)c2)cc1 returned hIAP act 1.2, tim10-1 inh 37, NALP3 yeast inh 54*, ATG4B inhibitor -5, mIAP act 0.91, mIAP block 9, Apaf1 inhib 31, TIM10 inh 63* and hIAP block -16.
CCCNC(=O)C1CC(=O)N(c2ccc(OCC(=O)Nc3cccc(C)c3C)cc2)C1 (centres undefined) was read as hIAP act 1.1, tim10-1 inh 15, NALP3 yeast inh 1, ATG4B inhibitor 3, mIAP act 0.9, mIAP block 10, Apaf1 inhib 14, TIM10 inh 7 and hIAP block -9.
Cc1sc2nc(CN(Cc3cccs3)C(=O)C3CC3)[nH]c(=O)c2c1C was read as hIAP act 0.97, tim10-1 inh 6, NALP3 yeast inh 7, ATG4B inhibitor 2, mIAP act 1, mIAP block -2, Apaf1 inhib 19, TIM10 inh 1 and hIAP block 3.
Screening Cn1c(CSc2nc3ccccc3s2)nc2ccccc21 returned hIAP act 0.8, tim10-1 inh 38, NALP3 yeast inh 36, ATG4B inhibitor -11, mIAP act 0.99, mIAP block 1, Apaf1 inhib 6, TIM10 inh 46* and hIAP block 20.
Screening COCCn1c(SCC(=O)Nc2ccc3c(c2)CCC3)nc2ccccc2c1=O returned hIAP act 0.99, tim10-1 inh 3, NALP3 yeast inh 17, ATG4B inhibitor 2, mIAP act 1, mIAP block -4, Apaf1 inhib 27, TIM10 inh 6 and hIAP block 1.
For Cc1ccc(C)c(N2CCN(CCCNC(=O)Cn3cccc3C(=O)c3ccccc3C)CC2)c1 the results were hIAP act 1.1, tim10-1 inh -3, NALP3 yeast inh 3, ATG4B inhibitor 20, mIAP act 0.99, mIAP block 1, Apaf1 inhib 33, TIM10 inh 2 and hIAP block -8.
`Cc1ncoc1C(=O)N1CCc2c([nH]c3ccccc23)C1C(C)(C)C` (centres undefined) gave hIAP act 0.99, tim10-1 inh 18, NALP3 yeast inh 8, ATG4B inhibitor -3, mIAP act 1, mIAP block -4, Apaf1 inhib 7, TIM10 inh 2 and hIAP block 1.
For Cn1ncc(Cl)c1C(=O)NCc1ccc(Cl)cc1 the results were hIAP act 0.97, tim10-1 inh 10, NALP3 yeast inh 4, ATG4B inhibitor -3, mIAP act 1, mIAP block -2, Apaf1 inhib 3, TIM10 inh -9 and hIAP block 3.
O=C(/C=C/c1ccccc1)NNC(=O)c1cccc(Cl)c1 was read as hIAP act 1.4, tim10-1 inh -7, NALP3 yeast inh 22, ATG4B inhibitor -2, mIAP act 0.96, mIAP block 4, Apaf1 inhib 4, TIM10 inh -8 and hIAP block -44.
COc1cc(S(=O)(=O)N2CCCCC2)ccc1NC(=O)/C=C/c1ccccc1 was read as hIAP act 0.83, tim10-1 inh 13, NALP3 yeast inh 17, ATG4B inhibitor -18, mIAP act 0.93, mIAP block 7, Apaf1 inhib 10, TIM10 inh 25 and hIAP block 17.
For COc1ccc(OCc2nnc(SCC(=O)NCc3ccco3)o2)cc1 the results were hIAP act 0.87, tim10-1 inh 5, NALP3 yeast inh 0, ATG4B inhibitor -3, mIAP act 0.92, mIAP block 8, Apaf1 inhib -2, TIM10 inh 5 and hIAP block 13.
For COc1ccc(Nc2cc(C)c3ccccc3n2)cc1 the results were hIAP act 0.98, tim10-1 inh -3, NALP3 yeast inh 30, ATG4B inhibitor 1, mIAP act 1.1, mIAP block -6, Apaf1 inhib 17, TIM10 inh -6 and hIAP block 2.
O=C(NCc1csc(-c2cccs2)n1)Nc1cccc(Cl)c1 was read as hIAP act 0.97, tim10-1 inh 24, NALP3 yeast inh 26, ATG4B inhibitor 5, mIAP act 1.2, mIAP block -25, Apaf1 inhib 10, TIM10 inh 37 and hIAP block 3.
Screening O=C1C2C3C=CC(CO)(O3)C2C(=O)N1c1ccc(-c2ccccc2)cc1 (centres undefined) returned hIAP act 1, tim10-1 inh 95*, NALP3 yeast inh 26, mIAP act 0.98, mIAP block 2, Apaf1 inhib 15, TIM10 inh 38 and hIAP block -4.
Screening COc1cc(C(=O)NC2CCCCC2)ccc1OC1CCN(C(C)=O)CC1 returned hIAP act 1.2, tim10-1 inh 3, NALP3 yeast inh 30, ATG4B inhibitor -2, mIAP act 1, mIAP block 0, Apaf1 inhib -12, TIM10 inh 1 and hIAP block -16.
